# Screening results from PubChem BioAssay.
# KCNH2 3.1 block: KCNH2 3.1 (human) potassium channel inhibition; U2OS KCNH2 3.1, thallium flux FluxOr; stronger effect = lower value; activity change, % (tested at about 1.8 µM); 340,000 tested, 0.95% active; AID 720553;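 active = maximum activity change below -70%; inconclusive = maximum activity change from -70% to -50%; inactive = maximum activity change above -50%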;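 also: thallium influx rate constant from kinetic fluorescence after stimulation buffer; % is scaled to controls: 0 for no effect and ±100 for the full control effect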
#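 Steps: virus added to U2OS suspension (4 h, RT, dark); medium with 10% FBS added, cells plated, 37 C overnight; FluxOr/Red40 loading buffer 45 min RT; stimulation buffer, 2 min kinetic read; rate constant normalized.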
# CXXC DNA block: blocks binding of human MLL CXXC domain to DNA. Q03164. MLL-CXXC / FITC-HOXA9 DNA fluorescence polarization. Potency, µM (highest dose often 115 µM), without a hit: at the highest dose activity change, negative = inhibition, most hits filed as inhibitors. 290,000 tested, 0.037% active; active = well fitted inhibition curve with a large enough effect in the polarisation, with a control signal flat, not every such curve was filed as active; inconclusive = small, poorly fitted or top-dose-only effect, or effect the other way, or a change in a side signal; inactive = no such curve, though single readings can be large or run the other way; the % refers to the polarisation; also: potency is read from the fitted curve at half-maximal effect
#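 Purified MLL-CXXC (added from a 7 uM solution) was preincubated 5 min at ambient with pinned compounds in 50 mM Tris-HCl pH 7.5, 50 mM NaCl, 1 mM DTT, 0.05% BSA. Fluorescein-labeled HOX-A9 DNA (50 nM solution) followed, 30 min, then polarization read.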
# hERG WT inh: blocks the wildtype human KCNH2 potassium channel; Q12809; U2OS, BacMam KCNH2, thallium flux FluxOr; stronger effect = lower value; 340,000 tested, 0.37% active; AID 720551; activity change, % at 1.84 µM;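 active = maximum activity change below -70%; inconclusive = maximum activity change between -70% and -50%; inactive = maximum activity change above -50%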; also: % is scaled to controls: 0 for no effect and ±100 for the full control effect
#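 U2OS cells were transduced with wild-type KCNH2 virus (2.03 x 10^8 / mL) for 4 h at room temperature, then cultured overnight at 37 C. Thallium flux was read with FluxOr dye. Rate constants were normalized to DMSO controls.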
# Menin-MLL TR inh: displaces Texas Red mutant MLL peptide from human menin. Menin + Texas Red MLL mutant peptide, fluorescence polarization. Potency, µM (highest dose often 61.6 µM), for inactives: top-dose FP activity change, negative = inhibition, actives largely listed as inhibitors. 270,000 tested, 0.23% active; active = well fitted inhibition curve with a large enough effect in the polarisation, with a control signal flat, not every such curve was filed as active; inconclusive = small, poorly fitted or top-dose-only effect, or effect the other way, or a change in a side signal; inactive = no such curve, though single readings can be large or run the other way; the % refers to the polarisation; also: potency is read from the fitted curve at half-maximal effect; % of control where 0% means no effect; many of its hits are not listed in these tables
# B2AR arrestin: agonists driving beta-arrestin recruitment to human beta2-adrenergic receptor; P07550; beta-arrestin recruitment to beta2AR, cell-based reporter; Potency, µM (doses to about 46.1 µM), for inactives: at the top dose activation, most hits filed as activators; 330,000 tested, 0.02% active; AID 492947;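 also: potency is read from the fitted curve at half-maximal effect; 0% = DMSO controls and full agonism = EC100 isoproterenol or metaproterenol; nearly all actives have a fitted effect of over 65% in size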
# Target sequence (P07550 whole entry, looked up): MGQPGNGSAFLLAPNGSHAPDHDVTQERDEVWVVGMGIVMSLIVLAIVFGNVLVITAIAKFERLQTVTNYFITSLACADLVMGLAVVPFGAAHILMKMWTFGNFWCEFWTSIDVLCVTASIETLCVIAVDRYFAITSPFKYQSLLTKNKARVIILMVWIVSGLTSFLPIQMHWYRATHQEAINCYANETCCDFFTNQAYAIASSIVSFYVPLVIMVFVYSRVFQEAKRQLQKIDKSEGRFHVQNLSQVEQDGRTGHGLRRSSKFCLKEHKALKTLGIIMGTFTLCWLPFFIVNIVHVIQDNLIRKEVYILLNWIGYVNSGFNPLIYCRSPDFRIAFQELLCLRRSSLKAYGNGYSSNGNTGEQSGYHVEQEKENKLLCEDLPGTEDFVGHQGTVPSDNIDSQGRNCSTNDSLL
# FBPA coupling cs: counter-screen for Giardia aldolase inhibitors: coupling enzyme system; coupling enzyme system counterscreen, AmpLite Red fluorescence; activity change, negative = inhibition, % at 58.2 µM, hits read low; 290,000 tested, 0.67% active; in the data active = activity change below about -30%; also: % is scaled to controls: 0 for no effect and ±100 for the full control effect
#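 Counterscreen lacking aldolase: glyceraldehyde-3-phosphate coupling-enzyme reagent preincubated 10 min at RT with compound (at 57.5 uM final), then substrate/coupling system with AmpLite Red added; fluorescence read at 525/598 nm after 20 min RT.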
# PKM2 act: PKM2 (human) enzyme activation. purified PKM2, Kinase-Glo ATP luminescence, activation; response scale: 0% is enzyme alone, no compound. AID 1631. 260,000 tested, 0.34% active. Potency, µM (titrated, usually from 57.5 µM), for the others: at the top dose activation, hits mostly activators; also: potency is read from the fitted curve at half-maximal effect; % is scaled to controls: 0 for no effect and ±100 for the full control effect; nearly all actives have a fitted effect of over 55% in size
#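 Kinase-Glo luminescence reports ATP generated from ADP (0.1 mM) and PEP (0.5 mM) by purified hPK-M2 after 1 h at room temperature, pH 7.2 imidazole buffer; intermediate enzyme activity allows detecting inhibitors and activators.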
# TRPV1 ag: agonists of human vanilloid receptor 1 (TRPV1) | Q8NER1 | TRPV1-expressing cells, Fluo-8 calcium influx, agonist mode | activation, % at 8.33 µM | 320,000 tested, 0.19% active | AID 540275; in the data active = activation above about 80%; inconclusive = between about 30% and that limit; also: 0% is about no effect
#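 TRPV1-expressing cells were cultured overnight at 35.5C and loaded with Fluo-8 calcium dye for 40 to 90 min at room temperature. After a 10 s baseline, compound was added and calcium influx was read kinetically for 3 min (ex 480/em 520 nm).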
# USP2a inh: blocks human ubiquitin-specific protease USP2a; O75604; USP2 core, Ub-CHOP2 coupled fluorogenic reporter, 485/531; Potency, µM (top dose mostly 38.3 µM), for the others: top-dose activity change, negative = inhibition, usual class: inhibitors; 330,000 tested, 0.01% active; AID 463254;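 also: potency is read from the fitted curve at half-maximal effect; plate controls were DMSO wells for no effect and full inhibition by NEM control for full effect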
# Target sequence (O75604 whole entry, looked up): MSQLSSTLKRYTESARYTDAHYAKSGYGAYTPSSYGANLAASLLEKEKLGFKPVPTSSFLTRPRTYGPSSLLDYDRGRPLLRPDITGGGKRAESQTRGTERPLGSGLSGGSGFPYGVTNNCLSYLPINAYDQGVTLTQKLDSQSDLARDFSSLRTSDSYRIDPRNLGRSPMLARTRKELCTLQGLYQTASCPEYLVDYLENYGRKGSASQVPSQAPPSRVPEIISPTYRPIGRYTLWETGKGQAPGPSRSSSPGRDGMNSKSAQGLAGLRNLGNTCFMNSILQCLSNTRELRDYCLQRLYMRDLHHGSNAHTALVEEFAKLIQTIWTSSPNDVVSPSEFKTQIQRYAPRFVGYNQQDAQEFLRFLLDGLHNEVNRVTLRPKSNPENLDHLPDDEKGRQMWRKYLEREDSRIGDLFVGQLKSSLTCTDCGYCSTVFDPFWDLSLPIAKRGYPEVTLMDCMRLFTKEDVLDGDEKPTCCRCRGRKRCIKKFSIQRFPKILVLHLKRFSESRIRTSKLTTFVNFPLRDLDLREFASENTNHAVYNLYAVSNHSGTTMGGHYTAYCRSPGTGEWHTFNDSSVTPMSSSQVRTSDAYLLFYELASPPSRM
#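 USP2 core (10nM final) preincubated 30min RT with compound in 20mM Tris-HCl pH 8.0, 2mM CaCl2, 2mM beta-mercaptoethanol, 0.05% CHAPS; 25nM Ub-CHOP2 plus 25nM reporter substrate added, fluorescence (Ex485/Em531) read after 60min.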
# Giardia kill: Giardia lamblia killing; Giardia lamblia trophozoite viability; 340,000 tested, 0.15% active; activity change, % at 7.66 µM, hits read low; in the data active = activity change below about -80%; inconclusive = between about -30% and that limit;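 also: parasites exposed to compound for two days anaerobically before the ATP read; % is scaled to controls: 0 for no effect and ±100 for the full control effect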
#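 Viability, read as ATP luminescence: trophozoites at 100 cells/well, compound added, 48 hrs anaerobic at 37 deg C, then 15-30 min room-temperature development before reading.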
# GALK inh: galactokinase (human) inhibition | P51570 | Purified GALK, Kinase-Glo residual ATP luminescence | Potency, µM (doses to about 57.5 µM), for inactives: at the top dose activity change, negative = inhibition, usual class: inhibitors | 270,000 tested, 0.007% active; also: potency is read from the fitted curve at half-maximal effect; % is scaled to controls: 0 for no effect and ±100 for the full control effect
#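 Human GALK (5 nM) with 35 uM ATP and 100 uM galactose in 20 mM HEPES pH 8.0, 5 mM MgCl2, 60 mM NaCl, 1 mM DTT, 0.01% BSA. After 1 h at room temperature, leftover ATP was read by Kinase-Glo Plus luminescence.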
# Numbers without * were called inactive; i = inactive; ? = inconclusive; nt = not tested or not shown; & = joins results of further samples; [ ] = another dose, or the depositor's remark. Unless noted, calls follow the shape of the dose curve; as a rule, active = well fitted curve in the direction sought with a large enough effect; inconclusive = small, poorly fitted or top-dose-only effect, or another doubt; inactive = no such curve, though single readings can be large; an effect the other way counts as inactive or inconclusive. Not all compounds are listed (hit frequency here may not be typical).
Compound	FBPA coupling cs	CXXC DNA block	TRPV1 ag	B2AR arrestin	USP2a inh	KCNH2 3.1 block	GALK inh	Giardia kill	Menin-MLL TR inh	PKM2 act	hERG WT inh
CCN(CC)c1ccc(C(=O)N2CCN(Cc3ccccc3)CC2)cc1	5	-1%	21	-0.3%	1%	2	3%	-17	-4%	9%	nt
COc1ccc([C@H]2CC(=O)C=C(c3cccc(CO)c3)C2)cc1	nt	nt	13	0.0%	-1%	17	nt	-16	nt	nt	0
CN(C(=O)CSc1nc(-c2ccccc2)cn1N)C(c1ccccc1)c1ccccc1	-3	5%	6	0.2%	-1%	-5	3%	2	-1%	1%	5
O=C(CCc1ccccc1)NNC(=O)c1ccc(Br)cc1	3	11%	10	-0.2%	-1%	8	2%	-6	17%	5%	6
Cc1ccc(CNC(=O)CCCCCNc2nc(=S)[nH]c3ccccc23)cc1	0	68%[activator]	-3	-0.1%	-1%	nt	11%	nt	-11%	1%	nt
NCCCCNCCCN	-2&-2&5&2	-1%&2%	-2	-0.2%	-7%	25	3%	-8	10%	-10%	-11
COCc1cc(C)nc(SCC(=O)Nc2ccc3c(c2)n(C)c(=O)n3C)c1C#N	0	-1%	3	-0.5%	-1%	-8	4%	-10	1%	-2%	-12
C[C@@H](NC(=O)C1(c2ccccc2)CCN(C(=O)OC(C)(C)C)CC1)C(=O)N[C@@H](C(=O)O)c1ccccc1	1	3%	3	-0.1%	0%	-6	nt	-4	-1%	-1%	-6
COc1ccc(NC(=O)c2cc(-c3cc(C)cc(C)c3O)n[nH]2)cc1Cl	-4	25%	5	-0.3%	3%	nt	-4%	-1	?	3%	-3
COc1ccc2oc(=O)c(-c3csc(Nc4cccc(O)c4)n3)cc2c1	-1	31%[activator]	12	0.0%	-1%	0	-4%	19	?	1%	17
O=C(CC(c1ccccc1)c1ccccc1O)N1CCCC1 (stereo not given)	-12	8%	12	0.4%	1%	-13	-3%	1	-20%	-12%	-14
CC(=O)c1cn(CC(=O)Nc2ccccc2C)c2ccccc12	nt	-6%	-3	-0.4%	-3%	7	0%	-10	?	-6%	2
COc1ccc(Nc2sc(C(=O)Nc3cccc(Cl)c3)c(N)c2C(=O)Nc2ccccc2OC)cc1	0	-5%	2	?	-3%	nt	2%	nt	?	-3%	nt
Cc1ccc(S(=O)(=O)NCCN=C(CN2CCCC2)NS(=O)(=O)c2ccc(C)cc2)cc1	-4	-1%	3	-0.4%	-2%	-9	0%	11	?	0%	-3
O=C1c2cccnc2C(Nc2ccccc2)N1Cc1ccco1 (stereo not given)	-5	-2%	2	-0.2%	0%	0	-2%	17	17%	3%	0
CCCNC(=S)N1CCC(C(=O)c2ccc(F)cc2)CC1	2	-1%	23	0.5%	1%	-8	1%	-7	1%	-13%[11.5 µM]	2
O=C(Cc1c(O)c2ccccc2[nH]c1=O)NC1CCCCCCC1	1	0%	7	0.1%	1%	7	0%	21	0%	0%	-17
COc1ccc([N+](=O)[O-])cc1C1NN=C(c2ccccc2O)S1 (stereo not given)	-3	-4%	-1	0.2%	0%	-5	2%	-11	?	-2%	5
C[C@]12CCC(=O)CC1=CCC1C3CC=C(C#N)[C@@]3(C)CC[C@@]12O (stereo not given in full)	4	1%	6	-0.3%	0%	-4	nt	4	-12%	nt	3
CC1Oc2ccccc2C=C1/C=N/NC(=O)c1ccncc1 (stereo not given)	-1	0%	?	-0.3%	2%	-12	1%	-5	nt	0%	-4
Cc1cc(O)c(CN(C)C)c2c1C(=O)/C(=C/c1ccco1)O2	0	5%	-1	-0.1%	18%	7	nt	-14	?	nt	-3
COc1cc2c(cc1OC)C1Cc3ccc(OC)c(OC)c3C[N+]1([O-])CC2 (stereo not given)	-2	8%	1	-0.8%	11%	25	-1%	19	nt	2%	1
Cc1cc(O)c(NC(=O)c2ccco2)cc1C	1	30%	9	-0.4%	-4%	-28	1%	6	-4%	-22%	1
O=C(/C=C/c1ccc(F)cc1)NC(=S)N1CCOCC1	-5	?	-2	0.0%	3%	2	2%	-8	-16%	0%	-7
CC1CCCC(C)N1C(=C(Cl)Cl)C(=C1SCCS1)[N+](=O)[O-] (stereo not given)	-1	-5%	16	0.1%	0%	-8	0%	5	16%	-1%	7
COc1cc(=O)n(C)c2cc(N(C)C)ccc12	-31*	3%	12	0.2%	2%	13	1%	10	-12%	0%	-2
O=C(Nc1ccccc1)c1ccc(CN2CCc3ccccc3C2)cc1	0	-2%	?	0.1%	10%	0	-3%	6	29%	5%	18
COc1ccccc1N(CC(=O)N1CCCCCC1)S(C)(=O)=O	2	5%	2	nt	nt	14	9%	8	13%	-2%	0
Cc1cc(C(=O)N/N=C/c2ccccc2[N+](=O)[O-])c(C)o1	1	-4%	0	-0.9%	-5%	3	5%	-13	8%	?	-3
CSc1nc2c(c(=O)n1-c1ccccc1)SCC2	3	5%	-9	0.0%	2%	1	-2%	0	-12%	-3%	-2

# Later entries
Compound	FBPA coupling cs	CXXC DNA block	TRPV1 ag	B2AR arrestin	USP2a inh	KCNH2 3.1 block	GALK inh	Giardia kill	Menin-MLL TR inh	PKM2 act	hERG WT inh
N#CSC(c1ccccc1)c1nc2ccccc2[nH]c1=O (stereo not given)	0	-1%	2	-0.1%	6%	-17	3%	-4	-20%	nt	6
COc1ccc(-c2nnnn2-c2ccc(F)cc2F)cc1	-1	0%	-1	-0.1%	1%	-4	-1%	-4	9%	9%	i
COc1ccc(Nc2nnc(SC(C)C(=O)NC3CC3)s2)cc1 (stereo not given)	nt	nt	nt	-0.7%	-1%	11	nt	-2	nt	nt	-2
Cc1ccc(S(=O)(=O)N2CCOCC2)cc1NC(=O)COC(=O)c1ccccc1OCc1c(C)noc1C	3	4%	7	-1.8%	0%	2	-2%	-13	2%	6%	-13
CCOC(=O)/C(C#N)=C/c1cc2ccc(C)cc2nc1Cl	0	-7%	?	0.9%	0%	3	0%	2	5%	-15%	2
CC1(C2CC2)NC(=O)N(CC(=O)N2CCN(c3ccc(F)cc3)CC2)C1=O (stereo not given)	nt	nt	0	0.1%	2%	1	nt	-6	nt	nt	-4
O=S(=O)(c1ccccc1)N(CC(O)COc1ccccc1)c1ccccc1 (stereo not given)	7	7%	nt	0.5%	1%	5	4%	-8	nt	4%	-12
C=CCN(C(=O)c1csnn1)C(C(=O)NC1CCCCC1)c1ccccc1F (stereo not given)	0	-5%	13	-0.2%	0%	-1	-1%	5	-1%	-5%	1
O=C(CCc1ccc(CCC(=O)c2cccs2)s1)c1cccs1	1	-1%	7	6.8%	-6%	-7	3%	6	6%	?	-8
CCc1ccccc1NC(=O)c1ccc(-c2csc(C)n2)cc1	1	2%	-4	0.4%	-2%	11	7%	-15	?	-3%[11.5 µM]	-2
CN1N=C(C(C)(C)C)CC1=O	-32*	-3%	nt	-0.7%	-1%	8	0%	2	nt	-5%	4
C[C@@H](NC(=O)c1nc[nH]c1C(=O)N[C@@H](Cc1ccccc1)C(=O)OC(C)(C)C)c1ccccc1	-3	-11%	4	-0.2%	1%	4	-2%	1	11%	-4%	20
C=C1CCC[C@]2(C)C[C@H]3OC(=O)C(CNCC(OC)OC)[C@H]3CC12 (stereo not given in full)	5	16%	4	-1.0%	0%	-21	-3%	11	?	nt	2
O=C(Nc1cccc2c1CCCC2)c1cccc(F)c1	2	-3%	5	-0.6%	0%	-6	2%	-14	-8%	2%	-3
COc1cccc2cc(-c3ccnc(=S)[nH]3)oc12	2	5%	1	0.3%	-11%	nt	0%	nt	4%	-5%	nt
COc1ccc(/C(N)=N/OC(=O)CSc2ccccc2)cc1	-4	4%	10	0.4%	3%	4	-2%	20	-11%	0%	0
O=C(NC1CCCC1)c1cc(-c2ccccc2)on1	-4	4%	22	0.5%	2%	5	0%	2	-1%	-10%	-5
O=C(O)CCNC(=O)c1cncc(Br)c1	5	2%	-7	-0.5%	1%	14	0%	4	0%	5%	-16
C=CCSc1nc(N)cc(=O)[nH]1	6	-11%	7	-0.1%	1%	1	-2%	-22	nt	6%	-4
COc1ccc(-c2cc(CNS(=O)(=O)c3ccc(NC(C)=O)cc3)on2)cc1	nt	-8%	-6	-0.5%	2%	8	-3%	21	nt	-4%	5
CCC1(C)Cc2sc3c(=O)[nH]c(=S)[nH]c3c2CO1 (stereo not given)	-1	16%	-3	-0.2%	0%	8	5%	-2	-8%	-1%	-4
Fc1ccc(-c2noc(-c3ccc4c(c3)CCO4)n2)cc1	3	-5%	nt	-0.2%	1%	5	2%	-4	nt	-3%	9
